Compound activity deposited in PubChem by The Scripps Research Institute Molecular Screening Center.
CHRM1 PAM – human CHRM1 positive allosteric modulation; activation, % at 3 µM; AID 588819; CHO-K1 hM1, Fluo-8 calcium fluorescence, ACh EC20; 0% = ACh EC20, 100% = maximal ACh; 0.088% of 360,000 active; in the data active means activation above about 19%, passing the limit was not always enough
M1 ag – agonists of human M1 muscarinic receptor; CHO-K1 hM1, Fluo-8 calcium fluorescence, agonist mode; 0% DMSO, 100% acetylcholine EC100; activation, % at 3 µM; 0.33% of 360,000 active; AID 588814;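 active means activation above the run's mean compound activation plus 3 SD, cut at about 16% in these data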;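 further: peak over basal fluorescence ratio within a 140 s kinetic read after compound addition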
M5 ag – CHRM5 agonism in calcium assay | P08912 | CHO-K1 hM5 cells, Fluo-8 calcium fluorescence; 0% DMSO wells, 100% maximal acetylcholine response | activation, % at 3 µM | 0.19% of 360,000 active | AID 624037;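 active means activation above the run's mean over test compounds plus 3 SD, cut at about 23% in these data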;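 further: signal is peak over basal fluorescence ratio across the kinetic read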
Target sequence (P08912 whole entry, looked up): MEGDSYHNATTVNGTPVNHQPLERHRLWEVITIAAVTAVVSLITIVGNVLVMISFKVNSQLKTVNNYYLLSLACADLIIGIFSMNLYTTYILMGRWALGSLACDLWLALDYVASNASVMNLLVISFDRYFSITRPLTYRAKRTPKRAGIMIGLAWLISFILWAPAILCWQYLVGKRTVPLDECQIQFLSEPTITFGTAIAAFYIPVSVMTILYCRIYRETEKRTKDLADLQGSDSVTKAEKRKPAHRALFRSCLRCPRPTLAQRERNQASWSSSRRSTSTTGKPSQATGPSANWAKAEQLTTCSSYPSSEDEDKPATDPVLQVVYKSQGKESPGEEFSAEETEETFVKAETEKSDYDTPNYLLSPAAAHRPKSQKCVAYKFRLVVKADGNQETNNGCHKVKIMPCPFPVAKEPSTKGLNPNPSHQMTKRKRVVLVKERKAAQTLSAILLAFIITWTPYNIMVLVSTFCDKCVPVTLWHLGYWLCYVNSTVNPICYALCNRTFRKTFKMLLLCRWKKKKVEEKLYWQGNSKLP
CHRM4 antagonist – blocks acetylcholine activation of human M4 receptor | P08173 | CHO-hM4 cells, ACh EC80, Fluo-8 calcium fluorescence | inhibition, % at 3 µM | 0.73% of 360,000 active;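 active means inhibition above its plate's cutoff, the mean inhibition of sample wells plus 3 SD, cut at about 27% in these data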;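 further: 0% = acetylcholine EC80 with DMSO and 100% = DMSO without agonist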
M4 ag – agonists of human muscarinic M4 receptor (CHRM4); P08173; CHO-K1 hM4/Gqi5, Fluo-8 calcium fluorescence; vehicle 0%, full acetylcholine response 100%; activation, % at 3 µM; 0.14% of 360,000 active;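 active means activation above the run mean over all test wells plus 3 SD, cut at about 32% in these data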;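 further: peak over basal fluorescence ratio per well then scaled between controls; 0% = DMSO wells and 100% = acetylcholine at EC100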
CHRM5 antagonist – antagonists of human muscarinic M5 receptor (CHRM5); P08912; CHO-hM5 cells, Fluo-8 calcium fluorescence, ACh EC80; inhibition, % at 3 µM; 0.59% of 360,000 active; AID 624040;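 active means inhibition above a per-plate cutoff, the mean of that plate's test compounds plus 3 SD, cut at about 27% in these data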;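 further: 0% = acetylcholine EC80 with DMSO and 100% = DMSO without agonist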
TAAR1 ag – agonists of human TAAR1 | CHO RD-HGA16 TAAR1, Fluo-8 calcium fluorescence; vehicle wells 0%, saturating PEA agonist 100% | activation, % at 3 µM | 0.99% of 360,000 active | AID 624467;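 active means activation above the mean activation of all test compounds in the run plus 3 SD, cut at about 38% in these data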
Target sequence (Q96RJ0 whole entry, looked up): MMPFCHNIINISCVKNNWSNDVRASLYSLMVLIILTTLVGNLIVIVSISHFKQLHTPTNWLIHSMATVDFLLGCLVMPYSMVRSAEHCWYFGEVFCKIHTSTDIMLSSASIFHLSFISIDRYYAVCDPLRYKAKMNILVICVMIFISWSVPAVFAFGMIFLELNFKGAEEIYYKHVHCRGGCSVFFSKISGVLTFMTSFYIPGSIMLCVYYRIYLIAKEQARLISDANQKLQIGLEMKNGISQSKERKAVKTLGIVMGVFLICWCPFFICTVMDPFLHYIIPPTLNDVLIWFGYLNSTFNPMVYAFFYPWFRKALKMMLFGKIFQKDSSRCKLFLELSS
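System: CHO-derived RD-HGA16 cells with stable Gα16 and human TAAR1. Times: 17-24 h plating, Fluo-8 75 min 37 °C, 30 min RT. Measured by: calcium-sensitive Fluo-8 signal, excitation 470-495, emission 515-575 nm. Read-out basis: % activation relative to PEA EC100 response. Control set: DMSO and PEA EC100. Repeats: no replicates (n 1).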
M1 antag – blocks human M1 muscarinic receptor; inhibition, % at 3 µM; P11229; AID 588852; 1.3% of 360,000 active; CHO-K1 hM1, Fluo-8 calcium fluorescence, ACh EC80 antagonist;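 active means percent inhibition above its own plate's cutoff, namely the mean of that plate's compound wells plus 3 SD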;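 further: peak over basal fluorescence ratio during 140 s after agonist addition; 0% = ACh EC80 plus DMSO and 100% = DMSO alone without agonist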
M5 PAM – positive allosteric modulators of human muscarinic M5 receptor. P08912. activation, % at 3 µM. AID 624038. CHO-K1 hM5, Fluo-8 calcium, ACh EC20 PAM; 0% = ACh EC20, 100% = ACh EC100. 0.3% of 360,000 active;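 active means activation above the run cutoff, the mean activation of all test compounds plus 3 SD, cut at about 18% in these data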
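Assay system: CHO-K1 hM5 cells. Also added: acetylcholine at EC20 concentration, added after compound. Dosing: 3 µM, single dose. Times: compound preincubation 140 s before EC20 acetylcholine addition. Signal: Fluo-8 calcium fluorescence. Measure: % activation relative to EC20 and EC100 ACh responses. Repeats: singlicate, one well per test compound.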
The depositor's hits bear a star; / = not tested or not shown. Some of the compounds tested, so the mix of outcomes need not match the whole.

nr | structure | CHRM1 PAM | M1 ag | M5 ag | CHRM4 antagonist | M4 ag | CHRM5 antagonist | TAAR1 ag | M1 antag | M5 PAM
1 | O=C(Nc1nccs1)c1ccc(-c2ccccc2[N+](=O)[O-])o1 | -2 | -4 | -1 | -2 | 9 | -2 | 4 | -6 | 3
2 | CC(=O)NCC(=O)N(c1ccccc1)C1(C(=O)NC2CCCCC2)CCCCC1 | -6 | -1 | -3 | 5 | 1 | -4 | 1 | -13 | 20*
3 | Cn1cc(CN2CCC(n3nccc3NC(=O)c3ccc4c(c3)OCO4)CC2)cn1 | 8 | -4 | 0 | -8 | 0 | -2 | 1 | -10 | 0
4 | COc1ccc([C@H]2C(C(=O)O)=C[C@@H](C(C)(C)C)N2S(=O)(=O)c2ccc(C)cc2)cc1OC | 10 | 0 | -1 | -5 | 0 | -3 | -1 | -10 | 1
5 | COc1cc(NC(=O)C(C)C)ccc1NC(=O)c1cc2ccccc2o1 | -4 | 1 | 0 | -1 | 9 | 9 | 14 | -1 | -6
6 | COc1ccc2nc(NC(=O)c3ccc([N+](=O)[O-])o3)sc2c1 | -2 | -3 | -1 | 5 | 1 | 17 | 8 | -3 | -5
7 | Cc1onc(-c2c(Cl)cccc2Cl)c1C(=O)N=S(C)(=O)c1ccccc1 (centres undefined) | 11 | -3 | -7 | 3 | 1 | 10 | -1 | -14 | 1
8 | Cc1cc(C(=O)OCC(=O)c2cccc([N+](=O)[O-])c2)c2cccc(C)c2n1 | -6 | -4 | -4 | 1 | 1 | -2 | 1 | -11 | -3
9 | O=Cc1c(N2CCCCC2)nc2ccccn2c1=O | 1 | -3 | 4 | 0 | 7 | -1 | 2 | -1 | 0
10 | CC1CCC(NC(=O)CCCn2sc3ccccc3c2=O)CC1 (centres undefined) | 5 | -4 | -4 | 2 | 2 | -8 | 0 | -8 | 3
11 | CCOC(=O)[C@]12CCC=C1N(CCC1=CCCCC1)C(=O)[C@H](CC(=O)NCc1ccc(OC)c(OC)c1)C2 | / | / | -1 | 3 | 0 | -1 | -2 | / | -1
12 | Cc1[nH]c(C)c(S(=O)(=O)N2CCCCC2)c1C(=O)N1CCCCC1 | 6 | -3 | -4 | 6 | 0 | 8 | 3 | -7 | 0
13 | O=C(NCCSc1ncc(-c2ccc(F)cc2)[nH]1)c1ccco1 | 4 | -2 | -1 | -8 | 1 | 8 | 0 | -5 | 3
14 | N#CCC(=O)Nn1c(=S)[nH]c2ccccc2c1=O | 12 | -4 | 2 | -1 | 0 | -5 | -1 | -21 | 4
15 | CCCc1ccccc1OCCNC(=O)c1cc(=O)n(C)c(=O)n1C | 9 | -2 | 1 | -4 | 2 | 4 | 2 | -9 | 0

Other results.
nr | structure | CHRM1 PAM | M1 ag | M5 ag | CHRM4 antagonist | M4 ag | CHRM5 antagonist | TAAR1 ag | M1 antag | M5 PAM
16 | COc1ccccc1NC(=O)CCN1C(=O)C2C3CCC(C3)C2C1=O (centres undefined) | 3 | -1 | -1 | -1 | 2 | -5 | 2 | -7 | 2
17 | CCCC(=O)Nc1ccc(N2CCN(S(C)(=O)=O)CC2)cc1 | 4 | -4 | 0 | -3 | 2 | -5 | 5 | -3 | 10
18 | COc1ccccc1C(=O)NC1CC2CCCC(C1)N2Cc1ccccc1 (centres undefined) | -24 | -9 | -3 | 8 | 0 | 4 | -1 | 39* | -2
19 | Cc1cc(C)c2c(N)c(C(=O)N3CCCCCC3)sc2n1 | 3 | -6 | 3 | 7 | 1 | -2 | 3 | -2 | -2
20 | CC(=O)Nc1ccc(NC(=O)c2sc3nc4n(c(=O)c3c2C)CCCCC4)cc1 | 5 | -3 | -4 | -9 | 5 | -10 | 10 | -3 | -10
21 | O=C(Nc1ccccc1)Nc1cc(Cl)cc(Cl)c1 | -12 | 2 | 8 | 16 | 14 | 21 | 6 | 28 | -18
22 | COc1ccc(N=C2SC(C(N)=O)CC(=O)N2CCc2ccc(OC)c(OC)c2)cc1 (centres undefined) | 5 | -1 | 3 | 5 | 3 | 4 | 12 | -7 | -3
23 | O=C(O)c1nccnc1C(=O)N1CCN(c2ccccc2)CC1 | 2 | -9 | -3 | 6 | 0 | 9 | 2 | -6 | -5
24 | CCOC(=O)NC1(C(F)(F)F)NC(=O)N(c2cccc(C(F)(F)F)c2)C1=O (centres undefined) | -8 | -10 | -6 | -3 | 1 | -7 | 3 | 2 | 3
25 | Cc1cccc(NC(=O)CSc2nnc(-c3ccccc3C)o2)c1 | 2 | -4 | -1 | 2 | 1 | 3 | 12 | -3 | 0
26 | COc1ccc(/C=N/OCC(=O)N=Nc2c(O)[nH]c3ccc(Br)cc23)cc1 | 9 | -10 | 1 | -3 | 0 | -11 | 6 | -5 | 8
27 | COc1ccc(C2C(C#N)=C(C)NC3=C2S(=O)(=O)c2ccccc23)cc1 (centres undefined) | 3 | -3 | -10 | 5 | 2 | 6 | 3 | 1 | -12
28 | CCc1ccc2oc(-c3ccc(NC(C)=O)cc3)nc2c1 | 15 | 3 | 5 | -2 | 4 | 5 | 4 | -18 | -7
29 | O=C(CSc1nncn1-c1ccccc1)Nc1ccc(F)cc1F | -1 | -5 | 0 | 3 | 1 | 8 | -2 | 2 | 6
30 | COC(=O)CCc1c(C)[nH]c(=S)[nH]c1=O | 21* | 8 | 0 | -3 | 1 | -14 | 8 | -34 | 11

Eight entries from above in a different format:
The line under a structure holds: CHRM1 PAM	M1 ag	M5 ag	CHRM4 antagonist	M4 ag	CHRM5 antagonist	TAAR1 ag	M1 antag	M5 PAM
23) O=C(O)c1nccnc1C(=O)N1CCN(c2ccccc2)CC1
 : 2	-9	-3	6	0	9	2	-6	-5
24) CCOC(=O)NC1(C(F)(F)F)NC(=O)N(c2cccc(C(F)(F)F)c2)C1=O (centres undefined)
 : -8	-10	-6	-3	1	-7	3	2	3
25) Cc1cccc(NC(=O)CSc2nnc(-c3ccccc3C)o2)c1
 : 2	-4	-1	2	1	3	12	-3	0
26) COc1ccc(/C=N/OCC(=O)N=Nc2c(O)[nH]c3ccc(Br)cc23)cc1
 : 9	-10	1	-3	0	-11	6	-5	8
27) COc1ccc(C2C(C#N)=C(C)NC3=C2S(=O)(=O)c2ccccc23)cc1 (centres undefined)
 : 3	-3	-10	5	2	6	3	1	-12
28) CCc1ccc2oc(-c3ccc(NC(C)=O)cc3)nc2c1
 : 15	3	5	-2	4	5	4	-18	-7
29) O=C(CSc1nncn1-c1ccccc1)Nc1ccc(F)cc1F
 : -1	-5	0	3	1	8	-2	2	6
30) COC(=O)CCc1c(C)[nH]c(=S)[nH]c1=O
 : 21*	8	0	-3	1	-14	8	-34	11

(more compounds)
nr | structure | CHRM1 PAM | M1 ag | M5 ag | CHRM4 antagonist | M4 ag | CHRM5 antagonist | TAAR1 ag | M1 antag | M5 PAM
31 | C=CCN1C(=O)CN=C1Nc1ccc(OC)cc1OC | 11 | 1 | 2 | -2 | -1 | 3 | 6 | -10 | -1
32 | Cc1ccc(NC(=O)NNC(=O)c2cc3ccccc3cc2O)cc1 | 6 | -2 | 2 | -1 | 5 | -12 | 1 | -6 | 0
33 | C=CCn1c(C)cc(C(=O)CSc2nnc(NCc3ccccc3)s2)c1C | 0 | -6 | -6 | -14 | -1 | 1 | 1 | -10 | -7
34 | COc1cccc(C(O)c2ncc(-c3ccccc3OC)[nH]2)c1 (centres undefined) | 9 | 0 | 1 | 0 | 1 | 1 | 1 | -7 | 3
35 | CCN1C(=NCC(C)C)N[C@@H](CCc2ccccc2)[C@H](C(=O)NCC(C)C)[C@H]1C | -4 | -14 | -6 | -12 | -1 | 5 | / | 10 | 3
36 | COc1cccc(C(=O)OCc2ccccc2C#N)c1O | 8 | -1 | 0 | -3 | 0 | 0 | 16 | -13 | 3
37 | CSc1nnc(C)c(=O)n1COC(=O)COc1ccc2ccccc2c1 | 10 | -2 | 0 | -1 | 1 | 10 | 3 | -2 | 1
38 | CCNS(=O)(=O)c1ccc(NC(=O)c2ccc(Cn3cc(Br)cn3)o2)cc1 | 2 | -7 | 0 | 10 | 7 | 1 | 2 | -6 | -5
39 | COc1cc(/C=C/[N+](=O)[O-])ccc1OC(=O)/C=C/c1ccc(F)cc1 | 19 | 10 | 17 | -4 | 13 | 9 | 6 | 2 | 12
40 | CC(C)CC(=O)Nc1nc(=S)ss1 | 4 | 0 | 0 | -4 | 0 | 14 | 17 | -3 | 4
41 | O=C(CCN1N=C(c2ccccc2)CCC1=O)NC1CCCCC1 | 8 | -4 | 0 | -5 | 1 | 0 | -1 | -13 | -1
42 | O=C(NNC1OC(CO)C(O)C(O)C1O)c1cccnc1 (centres undefined) | 5 | -1 | 1 | -2 | 1 | 2 | 1 | -7 | 7
43 | OC[C@@H]1CN(Cc2ccc(Cl)cc2)C[C@H](n2cnc3c(NC4CCC4)ncnc32)O1 | 2 | -2 | 0 | -13 | 4 | -1 | 1 | -5 | -7
44 | O=C(c1cc2cc(F)ccc2[nH]1)N1CCN(c2cccc(Cl)c2)CC1 | 7 | -4 | -2 | -6 | 0 | 1 | 0 | -4 | 1
45 | COc1ccc(C)cc1NC(=O)C(OC(=O)Cn1cnc2c1c(=O)n(C)c(=O)n2C)c1ccccc1 (centres undefined) | 2 | -3 | 0 | 4 | 6 | -2 | 1 | -1 | -2

Remaining list, next part.
nr | structure | CHRM1 PAM | M1 ag | M5 ag | CHRM4 antagonist | M4 ag | CHRM5 antagonist | TAAR1 ag | M1 antag | M5 PAM
46 | COCCCN=C1NN=C(c2cc(C)n(-c3ccccc3F)c2C)CS1 | 4 | -10 | 2 | 0 | 1 | -5 | 11 | -2 | -1
47 | COc1ccc(Br)cc1/C=N/Nc1cccc(C(=O)O)c1 | 5 | -7 | -1 | -1 | -1 | -10 | 4 | 2 | 7
48 | CC(C)NS(=O)(=O)c1ccc(CCC(=O)Nc2cc(Cl)ccc2Oc2ccccc2)cc1 | -10 | -2 | -4 | 5 | 5 | 11 | / | 2 | -16
49 | COc1ccc(N2CCN(C(=O)/C(C#N)=C/c3ccccc3)CC2)cc1 | 11 | -4 | -1 | -1 | 2 | 5 | 6 | -4 | 4
50 | CCC(=O)NC(Nc1c(C)n(C)n(-c2ccccc2)c1=O)C(Cl)(Cl)Cl (centres undefined) | 9 | -5 | -1 | 3 | 1 | 4 | 0 | -12 | -2
51 | CCOc1ccccc1N1CCN(C(=O)c2ccc(OCC(=O)N3CCOCC3)c(OC)c2)CC1 | -1 | -2 | -3 | 0 | 1 | 13 | 0 | 11 | -4
52 | COCCNc1ncnc2c1ncn2[C@H]1CN(Cc2ccco2)C[C@@H](CO)O1 | 13 | -1 | 0 | -9 | 1 | -1 | 0 | -11 | -8
53 | CN1N=C(C(=O)N2CCCC(Nc3ccc(F)c(F)c3)C2)CCC1=O (centres undefined) | 2 | -3 | -4 | -3 | 1 | -3 | 4 | -16 | 1
54 | CC(=O)C1=C(O)C(=O)N(c2ccc(S(N)(=O)=O)cc2)C1c1ccc([N+](=O)[O-])cc1 (centres undefined) | 2 | -2 | -2 | 14 | 0 | 1 | -2 | -1 | -3
55 | Cc1cc(N2CCOCC2)nc(C(C)C)n1 | 6 | -3 | -1 | -8 | 0 | 4 | 2 | -10 | 5
